KCNQ2 inh – KCNQ2 potassium channel inhibitors, primary screen, cell-based, CHO-K1, FluxOR thallium flux, B-score (AID 2156); Potassium voltage-gated channel subfamily KQT member 2 (Rattus norvegicus), O88943; 20 min; hits give low values; B-score at 10 µM; hit rate 1.1% among 310,000;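 active means fluorescence ratio B-score at most minus 3 library SDs, with starting brightness B-score within 2 library SDs, cut at about -5.5 in these data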
STK33 inh – inhibitors of purified STK33 kinase, primary screen, biochemical, ADP-Glo luminescence, homogeneous, cell-free; Serine/threonine-protein kinase 33 (Homo sapiens), Q9BYT3; MBP phosphorylation; inhibition, % at 10 µM; hit rate 0.073% among 320,000;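 active means inhibition at or above 25%, using the most active replicate where run in duplicate; inactive means inhibition below 25%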
Target sequence (Q9BYT3 whole entry, looked up): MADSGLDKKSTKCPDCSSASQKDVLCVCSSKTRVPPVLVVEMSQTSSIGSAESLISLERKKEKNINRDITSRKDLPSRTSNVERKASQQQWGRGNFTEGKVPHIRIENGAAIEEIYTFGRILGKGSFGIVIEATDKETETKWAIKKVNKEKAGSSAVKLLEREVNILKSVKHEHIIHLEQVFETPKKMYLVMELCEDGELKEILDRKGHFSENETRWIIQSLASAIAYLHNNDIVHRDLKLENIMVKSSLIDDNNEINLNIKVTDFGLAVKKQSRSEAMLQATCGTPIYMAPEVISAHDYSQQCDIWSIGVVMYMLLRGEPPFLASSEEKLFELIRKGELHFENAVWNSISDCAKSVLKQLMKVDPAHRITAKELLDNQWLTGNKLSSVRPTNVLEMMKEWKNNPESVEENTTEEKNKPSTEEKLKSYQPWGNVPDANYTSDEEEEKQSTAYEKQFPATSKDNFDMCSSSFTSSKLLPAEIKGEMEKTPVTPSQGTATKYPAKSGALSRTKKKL
Kir21 block – inhibitors of mouse Kir2.1 inward-rectifier potassium channel; Inward rectifier potassium channel 2 (Mus musculus), P35561; HEK293-Kir2.1, FluxOR thallium flux fluorescence; hits give low values; B-score at 10 µM; hit rate 0.85% among 310,000; AID 1672, 2009;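 active means fluorescence ratio B-score at or below minus 3 SD of library scores, with starting-brightness B-score within 2 SD, cut at about -4.2 in these data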;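 further: channel flux triggered by added potassium and thallium sulfate stimulus; B-score of peak minus minimum fluorescence over baseline after thallium stimulus; more negative B-score means stronger Kir2.1 block with less thallium influx; some compounds called inactive have numbers as strong as hits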
Target sequence (P35561 whole entry, looked up): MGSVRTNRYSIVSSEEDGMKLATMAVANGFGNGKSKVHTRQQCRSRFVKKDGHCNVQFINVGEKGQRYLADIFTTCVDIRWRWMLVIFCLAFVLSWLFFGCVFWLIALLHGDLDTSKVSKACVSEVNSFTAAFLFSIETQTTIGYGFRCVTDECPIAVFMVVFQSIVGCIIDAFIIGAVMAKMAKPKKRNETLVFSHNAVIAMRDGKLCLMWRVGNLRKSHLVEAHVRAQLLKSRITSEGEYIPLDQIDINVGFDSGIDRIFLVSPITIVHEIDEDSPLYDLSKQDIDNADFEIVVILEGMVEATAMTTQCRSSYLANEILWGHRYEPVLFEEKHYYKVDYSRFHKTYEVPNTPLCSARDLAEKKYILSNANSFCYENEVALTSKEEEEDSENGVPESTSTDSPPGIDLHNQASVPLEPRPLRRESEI
Numbers without * were called inactive; i = inactive; · = no result given.

entry	mol	KCNQ2 inh	STK33 inh	Kir21 block
1	CSc1nnc(-c2cccc(NC(=S)NN)c2)o1	i	0.1	1.4
2	CCOC(=O)NCc1ccc(CNC(=O)OCC)cc1	i	0.0	-1.1
3	CCN1C(=O)N(C(C)=O)C2C1N(C(C)=O)C(=O)N2C(C)=O (stereo not given)	i	-0.6	-1.9
4	COc1cccc(/C=N/n2c(C)nc3ccccc32)c1OC	i	0.9	0.23
5	COc1ccccc1C(=O)Nc1onc(C)c1C#N	i	·	-0.56
6	CCn1c(OC)nc2c1c(=O)n(C)c(=O)n2C	i	-2.0	-0.07
7	Nc1nonc1NN=C1CCCCC1	i	-1.2	-0.19
8	Clc1ccccc1-c1nnc(-c2ccccc2Cl)o1	i	-1.4	-1.4
9	CCN(CC)C(=O)c1ccc(COc2ccccc2Cl)cc1	i	-0.3	0.03
10	O=C(NCCCN1CCOCC1)c1ccc(-c2ccc(Cl)cc2)o1	i	-0.8	0.02
11	O=C(NCc1ccco1)C(Cc1ccccc1)N1C(=O)c2ccccc2C1=O (stereo not given)	i	-1.3	-0.03
12	CCCCCc1nnc(NC(=O)CS(=O)(=O)Cc2ccccc2)s1	i	1.0	0.49
13	Cc1ccc(Cn2nc(-c3ccccc3)nc2-c2ccccc2)cc1	i	-0.4	-2.9
14	O=C(CN1CCN(CC(=O)Nc2cccc(F)c2)CC1)Nc1ccc(-c2ccccc2)cc1	i	-1.5	0.08
15	COc1ccc(S(=O)(=O)N2CCCCC2)cc1Br	i	-2.1	-0.07
16	CCCNC(=O)c1nc(C)n(-c2ccc([N+](=O)[O-])cc2)n1	i	-1.2	-0.17
17	CCOc1ccccc1NC(=O)Nc1ccccn1	i	-1.0	1.9
18	Cc1ccc(OCc2cc(C(=O)N(C)CCc3ccccn3)no2)cn1	i	-5.7	0.02
19	O=C(CN(Cc1ccccc1F)S(=O)(=O)c1ccc(Cl)cc1)NCCC1=CCCCC1	i	0.3	0.21
20	CN(C)S(=O)(=O)c1ccc(Cl)c(C(=O)NC2=NCCS2)c1	i	-0.8	-0.23
21	CCC(C)NC(=O)C1CCN(S(=O)(=O)c2ccc3c(c2)CC(C)N3C(C)=O)CC1 (stereo not given)	i	-1.6	2.3
22	Nc1ccc(CNC(=O)OCC2c3ccccc3-c3ccccc32)cc1	i	-0.7	0.08
23	O=C(C=C1CCN(c2ncc(C(F)(F)F)cc2Cl)CC1)NNC(=O)Nc1ccc(Cl)cc1	i	-0.4	0.8
24	COCCn1c(=O)[nH]c2cc(C(=O)NCCc3ccc(S(N)(=O)=O)cc3)ccc2c1=O	i	0.5	-1.2
25	CSc1nc(=S)c2[nH]c(=S)[nH]c2[nH]1	i	-2.2	0.82
26	COc1ccc2oc(C(=O)OCC(=O)Nc3ccc(OC)c(S(N)(=O)=O)c3)c(C)c2c1	i	-0.6	-0.01
27	CCOc1cc(CN2CCSCC2)ccc1O	i	-1.1	0.57
28	CCCS(=O)(=O)N1CCCC(C(=O)NCC(OC)OC)C1 (stereo not given)	i	-1.5	-1
29	CN(C)/C=C(\C#N)C(=O)N/N=C/c1ccc(Cl)cc1	i	0.8	1
30	Cc1nnc(SCC(=O)N2CCN(S(=O)(=O)c3ccccc3)CC2)[nH]c1=O	i	2.3	-0.01
31	Cc1ccc(-c2nc(CSCC(=O)NCCCN3CCOCC3)c(C)o2)cc1	i	0.2	-2.1
32	Cc1nc2ccccc2c2oc(C(=O)NCC3COc4ccccc4O3)cc12 (stereo not given)	i	1.5	-0.97
33	C=CCOc1ccccc1/C=c1\sc2nc(=O)c(C)nn2c1=O	i	-1.2	0.23
34	COC(=O)C1CCN(C(=O)Cc2ccc(OC)c(OC)c2)CC1	i	-1.3	-0.03
35	O=C(CCN1CCN2CCCC2C1)N1c2ccccc2Sc2ccc(Cl)cc21 (stereo not given)	i	-0.2	-0.76
36	Cc1ccc(C)c(C(=O)COC(=O)CN2C(=O)C3C4CCC(C4)C3C2=O)c1 (stereo not given)	i	-0.4	-3.1
37	CCC(C)NCCOc1cc(C)cc(C)c1C (stereo not given)	i	-2.3	0.01
38	O=C1CC(C(=O)N2CCOCC2)C2(CCCCC2)O1 (stereo not given)	i	0.6	-0.01
39	O=C(Nc1ccc(F)cc1)c1ccc(COc2ccccc2)cc1	i	-1.6	0
40	CCn1c(CSc2nc3ccccc3[nH]2)n[nH]c1=S	i	2.0	-0.09
41	COC(=O)c1c(=O)n(O)c2ccc(OC)cc2[n+]1[O-]	i	-0.1	-0.5
42	COC(=O)C1=C(C)NC2=C(C(=O)CCC2)C1c1cn(Cc2ccc(Cl)cc2Cl)nc1-c1ccccc1 (stereo not given)	i	0.1	-0.31
43	Cn1c(CSCc2ccc(Cl)c(Cl)c2)nnc1SCC(=O)Nc1nccs1	i	-1.0	0.98
44	CCn1c(SCc2ccccc2)nnc1-c1cccs1	i	-0.1	-0.83
45	CN(C)/C=C(\C#N)c1nc2ccccc2[nH]1	i	2.7	-0.44
46	CCOc1ccccc1NC(=O)c1sc2ncn(CC(=O)N3CCOCC3)c(=O)c2c1C	i	0.2	-0.2
47	COc1ccc(CCNC(=O)C2CCN(S(=O)(=O)c3cccs3)CC2)cc1OC	i	-0.5	0.01
48	CC(C)(C)c1oc(C(=O)O)cc1CN1CCOCC1	i	-1.6	-2.2
49	CCCCCCCCN1[C@@H](CC(=O)OC)c2cc(F)ccc2S1(=O)=O	-6*	-0.1	-0.77
50	CCOC(=O)c1[nH]c2ccccc2c1NC(=O)c1ccc(Br)o1	i	2.8	-1
51	Cc1ccc(OCC(=O)N2CCN(c3nnc(-c4ccccc4)c4ccccc34)CC2)cc1	i	0.0	0.22
52	COc1ccc(OC)c(-n2nnnc2SCC(=O)O)c1	i	-1.3	0.12
53	O=C1NC(=S)N/C1=C/c1cc2c(cc1[N+](=O)[O-])OCO2	i	1.0	-0.24
54	O=C(COC(=O)c1ccccc1O)Nc1ccc(S(=O)(=O)N2CCCCC2)cc1	i	-1.2	0.71
55	Cc1ccc(NC(=O)c2ccc3c(c2)C(=O)N(Cc2cccnc2)C3=O)c(C)c1	i	0.0	0.27
56	O=C(NCc1ccco1)c1csc(Nc2ccccc2Cl)n1	-8.3*	-1.4	-1
57	CC1Cc2ccccc2N1C(=O)CSc1nncn1C (stereo not given)	i	-1.0	1.1
58	COc1cc(/C=C/C(=O)N2c3ccccc3Sc3ccc(C(F)(F)F)cc32)cc(OC)c1OC	-7.3*	-0.3	-0.2
59	Cc1ccc(C)c(NC(=O)C(Sc2nncn2C)c2ccccc2)c1 (stereo not given)	i	-0.6	0.68
60	Cc1ccc(N)c(C(=O)CCCCC(=O)O)c1	i	-0.9	-1.4

(next part)
entry	mol	KCNQ2 inh	STK33 inh	Kir21 block
61	COc1cc(NC(=S)N2CCN(c3ccccn3)CC2)cc(OC)c1OC	i	0.7	-0.73
62	COc1ccc(C(=O)Cn2nnc(-c3ccccc3-n3cnnn3)n2)cc1	i	-0.4	0.02
63	Cc1ccc(/C=C/C(=O)Nc2ncc(C)s2)o1	i	1.0	-0.38
64	COCCNC(=O)c1ccccc1NC(=O)c1ccccc1N(C)S(=O)(=O)c1ccccc1	i	0.0	0.54
65	COCCNC(=O)/C(C#N)=C/c1cccc(OCc2ccccc2)c1	i	0.9	0.62
66	COc1cc([N+](=O)[O-])ccc1NC(=O)NCCCN1CCCC1=O	i	-1.0	-0.26
67	O=C(Nc1cccc([N+](=O)[O-])c1)c1ccc(-c2ccccc2)cc1	i	-0.6	0
68	O=C(OCn1nnc2ccccc2c1=O)c1cccs1	i	-1.3	0.82
69	Cc1oc2c(C)c3oc(=O)c(CCC(=O)NCCN4CCOCC4)c(C)c3cc2c1C	i	-1.2	1.6
70	Cc1ccc(CSc2nnc(-c3ccc(S(=O)(=O)N4CCCC4)cc3)o2)cc1	i	-0.1	1.6
71	O=C(c1cccc(C(F)(F)F)c1)N1CCOc2ccccc21	i	-0.2	0.62
72	O=C(Cc1c(F)cccc1Cl)OCN1C(=O)c2ccccc2C1=O	i	-1.0	-0.04
73	O=C(NCCCN1CCCC1=O)c1ccccc1NS(=O)(=O)c1ccc(F)cc1	i	-0.6	1.2
74	O=C(Nc1nnc(COc2ccc(Cl)cc2)s1)c1ccc([N+](=O)[O-])cc1	i	-1.1	0.08
75	O=C(NCCCn1ccnc1)c1ccc(Cl)c(Cl)c1	i	-0.8	-0.59
76	CCOc1cc(CNCCc2ccc(S(N)(=O)=O)cc2)ccc1OCC(=O)NC1CCCCC1	i	1.0	1.1
77	O=C(COC(=O)/C(=C/c1cccs1)c1cccs1)NCc1ccccc1Cl	i	-1.2	0.8
78	COc1cc(/C=C2\SC(=S)N(CCC(=O)Nc3cccc(O)c3)C2=O)cc(OC)c1OC	i	-0.1	-0.47
79	O=C(c1cc(N2C(=O)C3C4CCC(C4)C3C2=O)ccc1Cl)N1CCN(c2ccccc2F)CC1 (stereo not given)	i	0.7	-0.2
80	O=C(Nc1ccccn1)C1CCN(c2ncnc3c2nc2n3CCCCC2)CC1	i	-0.5	-0.02
81	Cc1ccc(NC(=O)CSc2nnc(CNC(=O)c3ccco3)n2C)c(C)c1	i	0.1	0.15
82	Cc1cc(-c2nnc(CCC(=O)NCC(C)c3ccccc3)o2)no1 (stereo not given)	i	7.1	1.3
83	CC(=O)N1N=C(c2cccs2)CC1c1ccc(Br)cc1 (stereo not given)	i	-1.1	-0.67
84	O=C(c1cccc(OC2CCN(Cc3cccc(OCCO)c3)CC2)c1)N1CCCC1	i	0.4	-0.64
85	CCN(CC)S(=O)(=O)c1ccc(Cl)c(C(=O)Nc2nnc(C)s2)c1	i	-0.7	1.1
86	CCOc1ccc(NC(=O)N2CCC(c3nc4ccccc4o3)CC2)cc1	i	0.5	-0.45
87	COc1ccc(/C=C/C(=O)NCC(=O)N/N=C/c2cc(Br)ccc2OCc2ccccc2)cc1	i	0.0	0.33
88	On1nnc2ccc(C(F)(F)F)cc21	i	·	-0.98
89	COc1ccc2c(c1)cc(C(=O)O)n2C	i	-0.3	0.17
90	O=C(CN1CCN(c2ccc(F)cc2)CC1)OCc1ccccc1	i	1.2	2.6
91	Cc1ccc(OCCCN2CCOCC2)cc1	i	-0.2	1.2
92	Cc1cccc(NC(=O)C2CCCN2C(=O)OCC(C)C)c1C (stereo not given)	i	-0.5	-0.32
93	Cc1cc(C)cc(C(=O)Nc2ccc(N3CCN(S(C)(=O)=O)CC3)cc2)c1	i	-1.6	2.1
94	CC(=O)Nc1ccc(S(=O)(=O)N(C)CC(=O)OCC(=O)N2CCCCCC2)cc1	i	-2.1	-0.61
95	COc1ccc(NC(=O)c2onc(C)c2Cl)cc1OC	i	-2.2	0.11
96	CCC(C(=O)N1CCOCC1)n1nc(C)c2c(C)n(-c3ccccc3)nc2c1=O (stereo not given)	i	0.6	0.53
97	CC12CCC(C(=O)N(NC(=O)c3ccccc3O)C1=O)C2(C)C (stereo not given)	i	0.5	2.5
98	COc1ccc(NS(=O)(=O)/C=C/c2ccc(OC)c(OC)c2)cc1	i	0.6	0.91
99	Cn1cccc1-c1cc(C(=O)O)[nH]n1	i	3.4	1.1
100	CCCn1nc(C(=O)Nc2ccc(S(=O)(=O)Nc3ncccn3)cc2)c2ccccc2c1=O	i	-0.4	-0.92
101	NS(=O)(=O)c1ccc(CCNC(=O)c2ccc([N+](=O)[O-])cc2[N+](=O)[O-])cc1	i	-1.4	0.63
102	COc1ccc(CCN(Cc2cc3cccc(C)c3n3nnnc23)C(=O)c2ccncc2)cc1OC	i	-0.1	1.2
103	O=C(Nc1ccc2c(c1)C(=O)N(CC1CCCO1)C2=O)c1ccccc1Br (stereo not given)	i	-1.5	0.91
104	CC1CC(C)CN(C(=O)CCNS(=O)(=O)c2ccc3c(c2)CCC(=O)N3)C1 (stereo not given)	i	-0.1	-0.01
105	COc1ccc(-c2noc(N3CCC(C(=O)Nc4ccc(OC)c(OC)c4)CC3)n2)cc1	i	-0.5	1.9
106	Cc1cc(-c2nc3ncccc3o2)ccc1N	i	-0.4	0.97
107	CCN(CC(=O)Nc1ccc(NC(C)=O)cc1)C(=O)c1cc(CN2C(=O)c3ccccc3C2=O)ccc1OC	i	-1.4	-0.8
108	COc1ccc(NS(=O)(=O)c2ccc3oc(=O)ccc3c2)cc1	i	0.1	-0.3
109	C=CCc1c(C)c(C#N)c2nc3ccccc3n2c1N1CCCCC1	i	-0.8	1.4
110	Cc1cc2oc(=O)c(CC(=O)NCCCO)c(C)c2c2occ(C(C)(C)C)c12	i	-2.1	-0.05
111	O=C(Nc1ccccc1)N(CCc1nc2ccccc2[nH]1)C1CCCC1	i	-0.6	0.64

Among those listed so far, four have a CF3 group:
entry	mol	KCNQ2 inh	STK33 inh	Kir21 block
23	O=C(C=C1CCN(c2ncc(C(F)(F)F)cc2Cl)CC1)NNC(=O)Nc1ccc(Cl)cc1	i	-0.4	0.8
58	COc1cc(/C=C/C(=O)N2c3ccccc3Sc3ccc(C(F)(F)F)cc32)cc(OC)c1OC	-7.3*	-0.3	-0.2
71	O=C(c1cccc(C(F)(F)F)c1)N1CCOc2ccccc21	i	-0.2	0.62
88	On1nnc2ccc(C(F)(F)F)cc21	i	·	-0.98

Source: PubChem BioAssay (several laboratories)
